# AP ELISA ortho: alternative pathway complement inhibition, orthogonal assay | inhibition, % at 5 µM | 0.08% of 62,000 active | Human serum alternative complement pathway, LPS-coated ELISA, C3 deposition; tested in compound mixtures;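 active means inhibition above 30% in each of the two pooled mixtures holding the compound, so the lower value exceeds 30%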;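 further: 0% = serum in Mg-EGTA without compound and 100% = EDTA serum blank; some compounds past the cut are filed as inactive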
#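 Test system: human serum complement alternative pathway, C3 deposition onto LPS / Medium: Mg2+-EGTA GVB++ buffer containing human serum at 1:15 dilution / Probe or stimulus: Plate-bound LPS / Times: 1 h at 37 °C / Signal: ELISA with HRP anti-human C3 antibody, TMB substrate, absorbance 450 nm / Measure: percent inhibition / Repeats: two pool placements per compound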
# FXIa mix inh: inhibitors of human coagulation factor XIa, pooled mixtures; P03951; purified FXIa, fluorogenic substrate; inhibition, % at 5 µM; 0.19% of 62,000 active; AID 680; in the data active means inhibition above about 20%, passing the limit was not always enough;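 further: each value is inhibition by a whole ten-compound pool holding the compound; 0% = enzyme with no mixture and 100% = wells lacking enzyme; strong numbers were not always called active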
# C1s block: blocks human complement C1s protease activity. 0.16% of 62,000 active. AID 538. mean inhibition % of two 10-compound mixtures (stronger effect = higher value), % at 5 µM (by protocol). purified C1s, fluorogenic AMC substrate, pooled mixtures;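 active means inhibition above 20% in each of the two 10-compound mixture wells holding the compound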;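 further: 0% = enzyme wells lacking compound mixture and 100% = no-enzyme blank wells; some compounds called inactive have numbers as strong as hits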
# CatB inh: human cathepsin B inhibition | P07858 | purified cathepsin B, fluorogenic substrate, fluorescence | inhibition, %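 (tested at 10 µM)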 | 0.1% of 63,000 active | AID 453; in the data active means inhibition above about 21%;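 further: 0% = enzyme with no compound and 100% = no enzyme blank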
# CatL inh: inhibitors of human cathepsin L; P07711; purified cathepsin L, fluorogenic substrate, fluorescence; inhibition, %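 (tested at 10 µM)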; 0.17% of 58,000 active; AID 460; in the data active means inhibition above about 45%;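 further: 0% = enzyme with no compound and 100% = no enzyme blank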
# Ec RNAP inh: blocks E. coli RNA polymerase transcription; inhibition, %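 (tested at 10 µM)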; AID 559; fluorescence transcription assay; 0.2% of 62,000 active; in the data active means inhibition above about 20%;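 further: 0% = enzyme without compound and 100% = no enzyme blank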
# Target sequence (P0A8V2 whole entry, looked up): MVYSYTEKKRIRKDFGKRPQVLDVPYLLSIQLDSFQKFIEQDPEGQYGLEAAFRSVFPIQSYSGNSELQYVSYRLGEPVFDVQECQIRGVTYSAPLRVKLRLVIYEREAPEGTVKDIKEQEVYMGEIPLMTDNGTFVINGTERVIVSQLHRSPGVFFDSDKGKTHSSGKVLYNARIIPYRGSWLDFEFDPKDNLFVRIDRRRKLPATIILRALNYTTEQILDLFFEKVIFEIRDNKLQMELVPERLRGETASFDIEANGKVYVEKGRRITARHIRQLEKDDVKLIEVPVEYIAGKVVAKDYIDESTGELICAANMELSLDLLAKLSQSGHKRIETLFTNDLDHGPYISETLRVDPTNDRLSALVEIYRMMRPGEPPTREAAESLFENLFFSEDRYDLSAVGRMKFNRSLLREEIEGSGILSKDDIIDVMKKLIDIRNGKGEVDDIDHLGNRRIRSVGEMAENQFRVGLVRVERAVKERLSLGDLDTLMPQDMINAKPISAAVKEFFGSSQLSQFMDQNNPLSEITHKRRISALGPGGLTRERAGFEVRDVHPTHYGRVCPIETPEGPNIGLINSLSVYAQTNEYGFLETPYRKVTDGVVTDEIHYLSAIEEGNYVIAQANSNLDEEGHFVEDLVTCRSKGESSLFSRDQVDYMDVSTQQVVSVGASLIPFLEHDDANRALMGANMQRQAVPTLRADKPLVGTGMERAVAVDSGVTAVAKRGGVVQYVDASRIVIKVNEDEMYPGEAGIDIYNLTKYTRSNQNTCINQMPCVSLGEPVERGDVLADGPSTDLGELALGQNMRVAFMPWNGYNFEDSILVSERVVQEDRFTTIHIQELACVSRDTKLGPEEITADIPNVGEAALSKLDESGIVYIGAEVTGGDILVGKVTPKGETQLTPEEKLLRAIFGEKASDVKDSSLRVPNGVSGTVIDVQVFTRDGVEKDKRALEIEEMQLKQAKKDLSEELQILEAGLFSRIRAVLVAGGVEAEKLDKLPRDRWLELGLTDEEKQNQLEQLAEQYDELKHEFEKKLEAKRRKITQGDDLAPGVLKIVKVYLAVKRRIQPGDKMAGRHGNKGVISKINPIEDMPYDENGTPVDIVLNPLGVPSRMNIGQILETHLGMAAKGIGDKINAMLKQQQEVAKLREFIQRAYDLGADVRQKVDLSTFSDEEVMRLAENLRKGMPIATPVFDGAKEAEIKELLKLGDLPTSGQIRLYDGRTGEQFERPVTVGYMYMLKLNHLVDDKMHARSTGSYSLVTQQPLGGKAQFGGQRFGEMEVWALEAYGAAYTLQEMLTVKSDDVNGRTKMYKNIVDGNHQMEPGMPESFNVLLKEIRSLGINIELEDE
# CatG inh: blocks human cathepsin G enzyme activity. P08311. purified enzyme, AMC-tetrapeptide fluorescence, pooled mixtures. inhibition, % at 5 µM (by protocol). 0.2% of 62,000 active. AID 581;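 active means inhibition above 20% in each of the two mixture wells holding the compound; inactive means inhibition of 20% or less in either well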;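 further: 0% = enzyme control without mixture and 100% = blank lacking enzyme; strong numbers were not always called active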
# CatB mix inh: inhibitors of human cathepsin B in compound mixtures; P07858; 0.06% of 62,000 active; AID 488; inhibition, %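 (ten-compound pools at 5 µM per compound and 50 µM total)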; Purified cathepsin B, AMC dipeptide fluorescence; in the data active means inhibition above about 22%, passing the limit was not always enough;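 further: 0% = enzyme without compound and 100% = no enzyme blank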
# CatS block: inhibitors of human cathepsin S | inhibition, %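 (tested at 5 µM per compound within 10-compound mixtures)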 | P25774 | 0.06% of 62,000 active | recombinant cathepsin S, AMC dipeptide fluorescence, pooled mixtures; in the data active means inhibition above about 32%, passing the limit was not always enough;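 further: 0% = enzyme without compound and 100% = blank without enzyme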
# Active calls of the source: *; . = no result given. Only part of the results is shown, so the mix of outcomes need not match the whole.
entry	Structure	AP ELISA ortho	FXIa mix inh	C1s block	CatB inh	CatL inh	Ec RNAP inh	CatG inh	CatB mix inh	CatS block
1	COc1ccc(-n2cc(-c3ccccc3)c3c(N4CCN(CCO)CC4)ncnc32)cc1	5	4	14	3	4	6	9	4	-9
2	NC(=O)Cn1cnc(-c2ccccc2)c1	-10	2	3	3	12	4	-7	40	28
3	COCCn1c(N)c(C(=O)NCc2cccs2)c2nc3ccccc3nc21	2	-13	-38	-7	-31	-17	-7	-3	-3
4	CCOc1ccc(C(=O)Nc2c3c(nn2-c2ccc(C)cc2)CS(=O)C3)cc1OCC (centres undefined)	28	3	0	-1	-3	-12	-3	0	-6
5	Clc1ccc(Nc2nc(NCCN3CCOCC3)nc(N3CCOCC3)n2)cc1	5	0	6	-2	22	17	1	-3	4
6	CCCCn1c(CNC(=O)C(C)(C)C)nc2ccccc21	12	6	16	5	4	7	7	2	-11
7	Cc1ccc(O)c(-c2cc(C(=O)Nc3ccc(S(=O)(=O)N4CC(C)OC(C)C4)cc3)[nH]n2)c1 (centres undefined)	6	18	8	2	9	13	20	22	11
8	CCS(=O)(=O)C(=C(Nc1ccc(OC)cc1)Nc1ccc(OC)cc1)S(=O)(=O)CC	-2	14	4	0	-3	-2	2	1	-1
9	COc1ccc(NC(=O)C2CCN(S(=O)(=O)c3ccc(C)cc3)CC2)cc1OC	0	5	-21	6	5	-3	-9	6	11
10	CCOc1cc2[nH]c(=O)n(CC3CCC(C(=O)NC4CCCCC4)CC3)c(=O)c2cc1OCC (centres undefined)	6	13	15	6	20	4	8	7	12
11	Cc1ccc(S(=O)(=O)N(CCO)c2cc3c(s2)CCCC3)cc1	5	3	-45	0	5	0	-1	-2	9
12	OC[C@H]1O[C@@H](n2cnc3c(NC4CCCC4)ncnc32)[C@H](O)[C@@H]1O	-9	4	-3	1	7	6	-5	5	11
13	CN(C)CCC(c1ccc(Br)cc1)c1ccccn1 (centres undefined)	-8	4	15	7	6	12	10	-2	10
14	COCCOC(=O)C1=C(C)NC(=O)NC1c1ccc(Cl)cc1 (centres undefined)	-13	5	-1	11	7	7	-4	5	14
15	O=C(Oc1c(Cl)cc(Cl)c2cccnc12)N1CCCCC1	-3	7	11	5	.	7	9	4	1

# Arranged by the number under C1s block (low to high): some entries from above.
entry	Structure	AP ELISA ortho	FXIa mix inh	C1s block	CatB inh	CatL inh	Ec RNAP inh	CatG inh	CatB mix inh	CatS block
11	Cc1ccc(S(=O)(=O)N(CCO)c2cc3c(s2)CCCC3)cc1	5	3	-45	0	5	0	-1	-2	9
8	CCS(=O)(=O)C(=C(Nc1ccc(OC)cc1)Nc1ccc(OC)cc1)S(=O)(=O)CC	-2	14	4	0	-3	-2	2	1	-1
5	Clc1ccc(Nc2nc(NCCN3CCOCC3)nc(N3CCOCC3)n2)cc1	5	0	6	-2	22	17	1	-3	4

# New compounds follow:
entry	Structure	AP ELISA ortho	FXIa mix inh	C1s block	CatB inh	CatL inh	Ec RNAP inh	CatG inh	CatB mix inh	CatS block
16	CSCCC(NC(=O)c1c(C)oc2c1CCCC2)C(=O)O (centres undefined)	16	-17	-101	3	16	6	2	-1	-9
17	CC12/C(=N/O)C3C4CC5C3/C(=N/O)C1C5C42 (centres undefined)	4	-18	-193	4	-2	-1	-25	-15	-25
18	COc1ccc(C2(C(=O)N3CCCC3)CCOCC2)cc1OC	1	2	3	2	-1	6	-9	3	-2
19	CC12CCC(C(=O)Nc3ccc4c(c3)OCCO4)(OC1=O)C2(C)C (centres undefined)	21	6	15	3	.	2	9	3	-1
20	CCC(=O)Nc1ccc(C(=O)Nc2ccc3c(c2)C(=O)N(CC2CCCO2)C3=O)cc1 (centres undefined)	3	1	2	0	3	7	0	1	6
21	CSCC[C@H](NC(=O)Nc1ccc(C)cc1C)C(=O)O	1	4	-28	2	8	3	7	1	-2
22	CCOc1ccc(C2C=C(c3ccc(C)cc3)Nc3ncnn32)cc1 (centres undefined)	-2	23*	-17	2	-198	-5	-1	0	-2
23	CCOc1ccc(OCC)c(NC(=O)CSc2nnc(Cn3cnc4ccccc43)n2C)c1	4	8	4	2	10	15	12	7	17
24	COC(=O)c1sc(NC(=O)c2cnccn2)c(C(=O)OC)c1C	8	5	9	1	1	10	8	3	4
25	CCOC(=O)c1ccc(NC(=O)CN2CCN(c3ccccc3)CC2)cc1	13	10	-29	-4	20	6	-2	5	12
26	O=C(NCCN1CCCCC1)c1c(O)c2ccccc2[nH]c1=O	-6	1	16	3	-2	8	8	-1	12
27	N#Cc1cc2c(=O)n3ccccc3nc2n(CCCN2CCOCC2)c1=O	-10	-9	-120	-26	-97	-13	-2	-7	4
28	CCOC(=O)Nc1ccc2c(c1)Sc1ccccc1N2C(=O)CCN1CCOCC1	11	-2	-58	-4	0	1	-3	2	-4
29	CCCCSc1nc2c(cc1C#N)CCC2	-2	6	0	-3	15	-2	1	-5	-1
30	Cc1cc(S(=O)(=O)N2CCCC2)ccc1OCC(=O)N1CCOCC1	17	8	-2	1	0	2	7	4	-2

# (list continues)
entry	Structure	AP ELISA ortho	FXIa mix inh	C1s block	CatB inh	CatL inh	Ec RNAP inh	CatG inh	CatB mix inh	CatS block
31	CCN(CC)C(=O)c1cn(CC)c(=O)c2cc(OC)c(OC)cc12	11	-1	12	1	5	2	10	5	2
32	COc1cc(CN2CCC(C(=O)N3CCN(c4ccccc4F)CC3)CC2)ccc1O	15	-5	-52	1	6	4	2	-2	-16
33	Brc1ccc(-c2noc(CCc3ccccc3)n2)o1	7	-2	-6	-2	19	7	0	-2	4
34	Cc1cc(=O)[nH]c(=S)n1-c1ccccc1	5	10	8	-5	1	12	4	8	14
35	COc1ccc(NC(=O)Cn2c(C)cc(=O)c3cccc(OC)c32)cc1	0	-3	2	0	9	9	11	-7	4
36	CC1(C)C(=O)C2(CCCCC2)C(=O)OC1c1cccs1 (centres undefined)	16	4	1	-2	4	10	1	4	-11
37	Cc1ccc(C)n1-c1cccc(C(=O)O)c1	11	10	0	-1	23	17	3	11	22
38	O=C(COC(=O)c1cc[n+]([O-])cc1)Nc1ccc2c(c1)OCCO2	7	-4	-30	4	16	5	4	1	-1
39	COC(=O)CCCC(=O)N1CCOCCN(C(=O)CCCC(=O)OC)CCOCC1	-1	3	15	1	10	9	8	-2	5
40	Cc1cc(NC(=O)CSc2nnc(-c3ccncc3)n2N)ccc1Br	15	0	-34	-2	5	4	5	1	-13
41	Cc1csc2ncc(C(=O)NC(C)c3ccccc3)c(=O)n12 (centres undefined)	15	11	-15	0	.	5	-1	4	6
42	Cc1cccc(-c2noc(-c3ccc(F)cc3)n2)c1	-1	5	-26	3	12	-2	-2	-1	5
43	Clc1ccccc1OCCn1cnc2ccccc21	13	7	1	-2	10	4	-1	5	14
44	COc1ccc(Cl)cc1C(=O)Nn1c(C)nc2ccccc2c1=O	-9	-7	16	3	10	-1	-16	4	6
45	CCCCCn1c(=O)[nH]c2cc(C(=O)NCCN3CCOCC3)ccc2c1=O	3	0	14	0	10	4	9	2	8

# (next part)
entry	Structure	AP ELISA ortho	FXIa mix inh	C1s block	CatB inh	CatL inh	Ec RNAP inh	CatG inh	CatB mix inh	CatS block
46	CCOC(=O)c1c(C)c(C(=O)Nc2ccc3c(c2)OCCO3)c(C)n1CC	12	5	7	-6	-4	1	1	6	-5
47	CCN(CC)C(=O)CN1C(=O)C2(OCC(C)(c3ccccc3)CO2)c2ccccc21 (centres undefined)	11	4	11	1	14	4	8	5	3
48	COC(=O)CSc1nnc(CNC(=O)Cc2ccccc2)n1-c1ccccc1OC	-7	-4	-18	0	9	6	1	-1	0
49	COc1ccc(C2C=C(c3ccc(Br)cc3)Nc3nc(N4C(=O)CCC4=O)nn32)cc1 (centres undefined)	10	-9	-41	-2	-49	-6	-1	-1	-9
50	COc1ccc(N2CCN(C(c3ccccc3)c3nnnn3Cc3ccc(F)cc3)CC2)cc1 (centres undefined)	3	4	11	4	.	4	10	2	0
51	COC(=O)c1ccccc1NC(=O)N1CSC[C@H]1C(=O)OC	0	11	7	0	-2	7	9	4	7
52	O=C(CSc1nnc2ccccn12)NCc1cccs1	14	3	13	13	11	6	10	5	4
53	CCOc1cc(C(=S)N2CCOCC2)ccc1O	2	2	-34	7	17	10	16	6	15
54	CCOc1ccc(-c2nnn(CC(=O)NCc3ccc(OC)cc3)n2)cc1OCC	-1	-4	-3	6	19	9	7	0	9
55	O=C(Cn1cc2c(n1)CCCC2)N1CCCC1	-1	4	-67	6	19	5	-7	5	17
56	COc1cccc(C2CC(c3cccs3)Nc3ncnn32)c1 (centres undefined)	-9	-15	8	5	8	4	-14	4	7
57	O=C(NCc1ccco1)C1CCN(C(=O)Cc2ccccc2)CC1	2	5	-14	6	21	11	-1	4	13
58	Cc1cc(C)c2c3c(sc2n1)C(=O)N(C)CC(=O)N3	-9	2	-11	9	4	3	-8	8	17
59	Cc1cccc(OCCOC(=O)C2CCN(S(=O)(=O)c3cccs3)CC2)c1	12	-1	-33	3	5	6	-3	-3	-14
60	COc1cc2c(cc1OC)C(=NCCC(=O)O)NC(C)(C)C2	16	7	16	4	-9	3	9	6	3

# Whole records, quoted from the list:
# Results for `CCOc1cc(C(=S)N2CCOCC2)ccc1O` : AP ELISA ortho = 2; FXIa mix inh = 2; C1s block = -34; CatB inh = 7; CatL inh = 17; Ec RNAP inh = 10; CatG inh = 16; CatB mix inh = 6; CatS block = 15
# Results for `CCOc1ccc(-c2nnn(CC(=O)NCc3ccc(OC)cc3)n2)cc1OCC` : AP ELISA ortho = -1; FXIa mix inh = -4; C1s block = -3; CatB inh = 6; CatL inh = 19; Ec RNAP inh = 9; CatG inh = 7; CatB mix inh = 0; CatS block = 9
# Results for `COc1cccc(C2CC(c3cccs3)Nc3ncnn32)c1` (centres undefined) : AP ELISA ortho = -9; FXIa mix inh = -15; C1s block = 8; CatB inh = 5; CatL inh = 8; Ec RNAP inh = 4; CatG inh = -14; CatB mix inh = 4; CatS block = 7

# Remaining list, next part:
entry	Structure	AP ELISA ortho	FXIa mix inh	C1s block	CatB inh	CatL inh	Ec RNAP inh	CatG inh	CatB mix inh	CatS block
61	CCc1nc2sc3c(c2c(=O)o1)CCCC3	-1	-1	-36	-2	-1	12	10	-10	7
62	CN(C(=O)c1cccnc1)c1nnc(-c2ccccn2)s1	6	1	-35	2	-2	.	5	1	-3
63	COC(=O)C1=C(CSc2nc3ccccc3o2)NC(=O)NC1c1cc(C)ccc1C (centres undefined)	14	4	12	-2	1	2	6	2	-7
64	CCCCCCCC(=O)OCC(=O)[C@@]1(O)CC[C@H]2[C@@H]3CCC4=CC(=O)CC[C@]4(C)[C@H]3[C@@H](O)C[C@@]21C	5	4	-3	7	0	10	3	7	6

# Of the compounds above, four contain bromine.
entry	Structure	AP ELISA ortho	FXIa mix inh	C1s block	CatB inh	CatL inh	Ec RNAP inh	CatG inh	CatB mix inh	CatS block
13	CN(C)CCC(c1ccc(Br)cc1)c1ccccn1 (centres undefined)	-8	4	15	7	6	12	10	-2	10
33	Brc1ccc(-c2noc(CCc3ccccc3)n2)o1	7	-2	-6	-2	19	7	0	-2	4
40	Cc1cc(NC(=O)CSc2nnc(-c3ccncc3)n2N)ccc1Br	15	0	-34	-2	5	4	5	1	-13
49	COc1ccc(C2C=C(c3ccc(Br)cc3)Nc3nc(N4C(=O)CCC4=O)nn32)cc1 (centres undefined)	10	-9	-41	-2	-49	-6	-1	-1	-9
